# MPTP block: mitochondrial permeability transition pore inhibitors, primary screen, biochemical, isolated mouse mitochondria, absorbance | Ca2+ swelling absorbance, 30 min | inhibition, % at 10 µM | 1.4% of 360,000 active;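 active = inhibition of 50% or more, scaled per plate between neutral and stimulator controls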;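 also: 0% = DMSO wells given calcium and 100% = 1 mM EGTA wells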
# SENP1 inh: human SENP1 catalytic domain inhibitors, primary screen, biochemical, FRET, uHTS | 0.21% of 360,000 active | inhibition, % at 10 µM | Sentrin-specific protease 1 (Homo sapiens), Q9P0U3 | recombinant SENP1 catalytic domain, CyPet-SUMO1-YPet FRET cleavage | AID 624204, 2012;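 active = inhibition at least 30% at 10 µM, raw YFP signal under a set limit, fluorescence ratio 0.5 to 1.5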;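 also: 0% = enzyme with DMSO and 100% = no enzyme wells; some results filed as inactive read as strong as hits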
# Target sequence (Q9P0U3 419-644 limits assumed): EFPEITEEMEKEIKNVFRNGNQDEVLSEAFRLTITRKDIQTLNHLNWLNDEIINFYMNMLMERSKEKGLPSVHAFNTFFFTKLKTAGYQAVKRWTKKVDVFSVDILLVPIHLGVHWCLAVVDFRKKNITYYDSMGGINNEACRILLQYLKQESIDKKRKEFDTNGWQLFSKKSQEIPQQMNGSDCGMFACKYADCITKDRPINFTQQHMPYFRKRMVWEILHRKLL
#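 material = recombinant human SENP1 catalytic domain, His6-tagged | quantity = 20 pM enzyme | reagent = 25 nM SUMO1 FRET substrate | compound dosing = 10 µM single point, 0.5% DMSO | timing = 50 min enzyme reaction, room temperature, light-protected | detection = FRET, CFP and YFP emission | control set = no-enzyme low, enzyme-DMSO high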
# SENP8 block: human SENP8 protease inhibitors, primary screen, biochemical, fluorescence, Nedd8 protein substrate, uHTS | recombinant SENP8 | inhibition, % at 20 µM | 0.64% of 360,000 active | AID 602440, 2012; in the data active = inhibition mostly above about 40%, no sharp cut-off; inactive = mostly below about 27%
# Target sequence (Q96LD8 whole entry, looked up): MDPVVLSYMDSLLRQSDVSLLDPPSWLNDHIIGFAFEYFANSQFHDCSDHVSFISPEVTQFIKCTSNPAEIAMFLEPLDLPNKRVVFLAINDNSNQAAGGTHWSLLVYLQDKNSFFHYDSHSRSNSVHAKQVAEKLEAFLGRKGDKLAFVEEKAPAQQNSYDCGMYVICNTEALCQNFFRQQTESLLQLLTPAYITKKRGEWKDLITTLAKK
# * marks the source's active call; other numbers are inactive results; i = inactive. Only part of the results is shown; rates above refer to the full screens.
SMILES,MPTP block,SENP1 inh,SENP8 block
COC(=O)[C@@]12C[C@@H](CC(=O)NCCc3ccccc3OC)C(=O)N(Cc3ccccc3)C1=CCC(C)(C)C2,0.2,3,20
CCOC(=O)C1=C[C@@H](C(C)C)N(S(=O)(=O)c2ccc(C)cc2)[C@H]1c1ccc(C(F)(F)F)cc1,1.4,0,10
O=C(Nc1nnc([C@@H]2O[C@H](CO)[C@@H](O)[C@H]2O)s1)Nc1cccc2c1CCCC2,-1.7,3,12
CC(=O)Nc1cccc(-c2ccnc3c2CC(C(=O)Nc2ccc(F)c(Cl)c2)O3)c1 (stereo not given),0.8,-1,8
Cc1ccc(S(=O)(=O)N2C[C@H]3C(=O)C[C@@H](c4ccccc4)N(S(=O)(=O)c4ccc(C)cc4)[C@H]3C[C@H]2c2cccc3ccccc23)cc1,1.6,0,9
Cn1ncc2cc3c(Nc4ccc(Cl)cc4)cccc3nc21,2.3,-21,-305
Oc1ccccc1-c1cnc2cccnn12,0.3,-49,-437
COC(=O)[C@@]12C[C@@H](CC(=O)NCc3cccc4ccccc34)C(=O)N(Cc3cccc4ccccc34)C1=CCC(C)(C)C2,4.4,0,5
O=C(OCc1ccccc1)N1C=CCC[C@@H]1c1c(Cl)cccc1Br,1.6,3,20
CSc1ccc(Cn2c(C)c(C(=O)NCc3ccco3)sc2=O)cc1,0.2,-6,3
CN(C)C(=O)Nc1ccc(Cl)c(Cl)c1,-1.1,-1,2
CCOC1=CC2=C(C(=O)C(Cl)=CC2=O)[C@@H]2CN(S(=O)(=O)c3ccc(C)cc3)[C@@H](c3ccccc3)[C@H]12,-3.6,-10,-94
CC(C)C[C@H]1CNC(=S)N1C[C@H]1CCCN1C[C@H](CC(C)C)N1C[C@H](Cc2ccc(O)cc2)N(CC2CCCCCC2)C1=S,5.3,3,6
O=S1(=O)CC(N2CCCC2)CN1C1CCCCC1 (stereo not given),0.0,0,10
CCNC(=O)C1CCCN(C(=O)c2ccc(N(C)C)cc2)CC1 (stereo not given),-2.2,1,11
Cc1nc(C(F)(F)F)ccc1C(=O)N1CCCC(C)(C(=O)O)C1 (stereo not given),-0.8,2,21
CCO/C(C)=N/Oc1cnc2ccccc2c1,2.0,4,-9
COCCNC(=O)C1C(=O)Nc2ccccc2C(=O)N1C1CCCC1 (stereo not given),-1.0,-1,20
C[C@@H](c1ccccc1)N1C[C@H](COCc2ccccc2)Oc2cc(N3CC[C@H](N(C)C)C3)ccc2S1(=O)=O,1.2,0,-6
CC1=C(C(=O)N2CCOCC2)CC(CC(=O)NC2CC2)C(=O)N1CCC1=CCCCC1 (stereo not given),-0.2,2,16
O=C1NC[C@H](CCCCN2C[C@H](Cc3ccccc3)N(CCC3CCCCC3)C(=O)C2=O)N(CCc2ccc(O)cc2)C1=O,-1.4,-2,10
CCCC(=O)N1CCCC(c2cc(C(=O)NCc3ccccc3)no2)C1 (stereo not given),-2.0,1,19
Cc1ccc(Cn2c(C)c(C(=O)NCc3ccc4c(c3)OCO4)sc2=O)cc1,-1.1,-8,10
CC(=O)Nc1cc(-c2cccc(C(=O)NCCN(C)C)c2)cn2c(-c3ccc(S(C)(=O)=O)cc3)cnc12,-0.6,-3,i
COc1ccc(S(=O)(=O)NC(=O)C2(C)CCN2C(=O)Cc2ccccc2Cl)cc1 (stereo not given),0.8,3,9
CCOC(=O)C1CCCN(C(=O)c2cc(C)oc2C)CC1 (stereo not given),-0.6,5,17
CCC(=O)N1CCC1(C)C(=O)NCc1ccccc1SC (stereo not given),-0.4,2,0
Cc1ccc(NC(=O)c2cc(S(=O)(=O)N3CCCCC3)c[nH]2)cc1Cl,0.8,-1,10
COC(=O)[C@]12CCCCC=C1N(Cc1ccc(Cl)cc1Cl)C(=O)[C@H](CC(=O)NCC13CC4CC(CC(C4)C1)C3)C2,-1.1,4,4
COc1ccccc1CCn1cnc(-c2ccc(OC)c(OC)c2)c1C(C)C,-0.3,-1,-3
CCc1nc2c(OCC3CCCCC3)cccn2c1N(C)C(=O)c1ccccc1F,-0.5,0,6
O=C(NC(c1ccc(-c2ccccc2)cc1)c1cnccn1)C1CCN(Cc2cccc(C(F)(F)F)c2)CC1 (stereo not given),2.2,-2,2
CCc1nc2ccc(C(=O)NCCC(C)C)cn2c1N(CC)CCOC,0.1,2,5
CCc1ccc([C@H]2[C@@H]3C(=O)C[C@@H]4C(=O)NC(=O)[C@@H]4[C@@H]3CN2S(=O)(=O)c2ccc(C)cc2)cc1,0.9,-19,7
Cn1c(=O)c2c(-c3ccccc3)n(-c3ccccc3Br)cc2n(C)c1=O,-3.0,3,-364
O=C(Nc1ccc2c(c1)OCO2)C1Cc2c(-c3ccc(Cl)cc3)ccnc2O1 (stereo not given),0.0,3,10

# Four entries from above in a different format:
Compound: CC(=O)Nc1cc(-c2cccc(C(=O)NCCN(C)C)c2)cn2c(-c3ccc(S(C)(=O)=O)cc3)cnc12
  MPTP block = -0.6; SENP1 inh = -3; SENP8 block = i
Compound: COc1ccc(S(=O)(=O)NC(=O)C2(C)CCN2C(=O)Cc2ccccc2Cl)cc1 (stereo not given)
  MPTP block = 0.8; SENP1 inh = 3; SENP8 block = 9
Compound: CCOC(=O)C1CCCN(C(=O)c2cc(C)oc2C)CC1 (stereo not given)
  MPTP block = -0.6; SENP1 inh = 5; SENP8 block = 17
Compound: CCC(=O)N1CCC1(C)C(=O)NCc1ccccc1SC (stereo not given)
  MPTP block = -0.4; SENP1 inh = 2; SENP8 block = 0

# The list goes on:
SMILES,MPTP block,SENP1 inh,SENP8 block
CCNC(=O)C1CCCN(C(=O)c2ccc(OC)c(OC)c2)CC1 (stereo not given),-0.1,3,-1
O=C(Nc1ccc2c(c1)OCCO2)C1c2ccccc2OCC(=O)N1Cc1ccc2c(c1)OCO2 (stereo not given),-2.4,-1,-2
Cn1c(=O)c2cc(NC(=O)CCc3ccc4c(c3)OCO4)ccc2n1Cc1ccc(F)cc1,1.3,1,-490
CCCCN(C)c1c(C)nc2ccc(C(=O)NC3CCN(C)CC3)cn12,-0.8,-4,12
CCc1nc2ccc(C(=O)N3CCN(S(=O)(=O)CC)CC3)cn2c1N(C)CCC(C)C,0.0,-4,2
CC(C)(C)c1ccc(C(=O)N2CCC2(C)C(=O)Nc2cccc3ncccc23)cc1 (stereo not given),-0.8,-1,-280
CC(=O)c1cccc(-c2ccnc3c2CC(C(=O)Nc2ccc(F)c(Cl)c2)O3)c1 (stereo not given),2.7,0,7
CC(C)CC(N)c1csc(NC(=O)Nc2ccccc2Cc2ccccc2)n1 (stereo not given),5.1,0,17
O=C(NCc1cc(Cl)cc(Cl)c1)c1ccc2sc([C@H]3C[C@H](O)[C@@H](CO)O3)nc2c1,0.2,-4,-20
Cc1ccccc1C(=O)N1CCC1(C)C(=O)NC(C)C (stereo not given),0.6,1,12
CC1(C(=O)NS(=O)(=O)c2ccccc2)CCN1C(=O)COc1ccc(Cl)cc1 (stereo not given),0.2,-2,9
OC(c1ccc(F)cc1)c1ncc(-c2cccc(C(F)(F)F)c2)[nH]1 (stereo not given),2.5,-1,10
CNc1cncc(-c2ccoc2)n1,-0.1,-34,i
OC[C@H]1O[C@@H](c2nc(-c3ccccc3Br)no2)[C@H](O)[C@@H]1O,-0.2,1,16
COC(=O)[C@@]12C[C@@H](CC(=O)NCCCN3CCCC3=O)C(=O)N(CCc3ccc(OC)c(OC)c3)C1=CCC(C)(C)C2,-1.0,3,24
CCCCC[C@@H](C)N1C[C@H](COCc2ccccc2)Oc2cc(N3CC[C@@H](N(C)C)C3)ccc2S1(=O)=O,6.0,0,0
CC(C)C[C@H]1CN(CCCC[C@H]2CNC(=O)C(=O)N2Cc2ccccc2)C(=O)C(=O)N1CCc1ccccc1,-1.2,3,9
CC1(C(=O)NCc2cccc3ccccc23)CCN1Cc1ccccc1OC(F)F (stereo not given),1.1,-2,8
COc1ccc(OC)c(NC(=O)COc2cc(O)c3c(c2)OC(C)(C)CC3=O)c1,0.3,1,5
COC(=O)[C@@]1(Cc2ccc(F)cc2)[C@H]2c3cc(C(=O)N(C)C)n(CCF)c3C[C@H]2CN1C(=O)c1ccccc1,-0.3,-2,6
CCCC(=O)Nc1c(-c2ccccc2)[nH][nH]c1=O,-2.4,1,30
CSCCC(C(=O)Nc1c(C)cccc1C)N1CCC(Cc2ccccc2)CC1 (stereo not given),-1.1,1,24
Clc1cccc(Cc2c(-c3cccc(Cl)c3)nc3ccc(Cl)cn23)c1,3.0,19,-108
Cc1ccc(CNC(=O)c2[nH]c(C(F)(F)F)nc2-c2ccccc2)cc1,-0.9,1,18
CCc1nc2ccc(C(=O)NCCOc3ccc(OC)cc3)cn2c1N(CCN(C)C)CC1CC1,-0.6,-13,-4
c1cnc2c(-c3cccc4nccn34)cccc2c1,0.4,1,-49
CC(=O)c1cccc(NC(=O)c2cccc3c(-c4cccc(C(N)=O)c4)coc23)c1,1.0,-1,16
Cc1ccc(S(=O)(=O)N2C[C@H]3[C@H]4C(=O)N(Cc5ccccc5)C(=O)[C@H]4CC(=O)[C@H]3[C@@H]2c2ccccc2)cc1,0.9,2,7
COC(=O)C1C(=O)N(S(=O)(=O)c2ccc([N+](=O)[O-])cc2)c2ccccc21 (stereo not given),2.2,1,22
CN1CCN(C2CN(Cc3cn(Cc4cccc(Cl)c4)nn3)S(=O)(=O)C2)CC1 (stereo not given),0.0,0,18
CCOC(=O)[C@]12CCCC=C1N(Cc1ccco1)C(=O)[C@H](CC(=O)NCCCCc1ccccc1)C2,-0.2,-3,9
CC1(C(=O)Nc2cccc(C#N)c2)CCN1C(=O)c1ccccc1CCc1ccccc1 (stereo not given),1.0,-3,18
COc1ccc(-c2nc(NCCN(C)C)nc3ccsc23)c(C)c1,-1.9,0,-163
c1cnc2c(-c3ccc4nccn4c3)cccc2c1,0.0,-83,-49
Nc1nc(=O)n(C2OC(CO)C(O)C2O)cc1F (stereo not given),-0.2,1,-2
CCOc1ccccc1-c1ccc(C(=O)NCc2ccc(Cl)cc2)o1,1.6,0,-441

# As entered above:
# For SENP1 inh, CCOc1ccccc1-c1ccc(C(=O)NCc2ccc(Cl)cc2)o1 has 0
# For SENP1 inh, CC1(C(=O)Nc2cccc(C#N)c2)CCN1C(=O)c1ccccc1CCc1ccccc1 (stereo not given) has -3

# Carrying on.
SMILES,MPTP block,SENP1 inh,SENP8 block
O=C(NCC1CCCCC1)c1ccc2nc([C@H]3C[C@H](O)[C@@H](CO)O3)[nH]c2c1,-1.7,3,9
CCOC(=O)[C@]12CCC=C1N(Cc1cccc3ccccc13)C(=O)[C@H](CC(=O)NCCCOC)C2,-0.6,2,10
CCNC(=O)C1CCCN(C(=O)c2c(-c3ccccc3)noc2C)CC1 (stereo not given),-1.8,-1,7
COc1cc(C(O)c2nc(-c3cnn(C)c3)cs2)ccc1F (stereo not given),-0.4,-1,17
CC(=O)c1cccc(-c2cnc3c(NC=O)cc(-c4ccccc4F)cn23)c1,0.1,0,-29
CC1(C(=O)NCC2CCCCC2)CCN1C(=O)Cc1ccc(-c2ccccc2)cc1 (stereo not given),1.7,3,8
COc1cccc(C(NC(C)=O)c2nc(-c3cccc(C(=O)O)c3)cs2)c1 (stereo not given),-1.1,1,14
CCOc1ccc(CCN2C(=O)C(=O)N([C@@H](Cc3ccccc3)CN3CCC[C@H]3CN3C(=O)C(=O)NC[C@@H]3Cc3ccc(O)cc3)C[C@@H]2CC(C)C)cc1,-2.2,2,19
CN(C)CCN(C)c1cc2c(c3c1ccn3C)C1CCC2O1 (stereo not given),0.3,-18,-162
COc1ccc(-c2c(Sc3ccccc3)c3cc(-c4ccc(OC)c(F)c4)ccc3n2C)cc1,0.2,30*,-202
CCOC1=C2CN(S(=O)(=O)c3ccc(C)cc3)C(c3cccc(Cl)c3)CC2NC(c2ccccc2)C1 (stereo not given),2.0,2,-2
O=C(/C=C/[C@H]1O[C@@H](n2ccc(=O)[nH]c2=O)[C@H](O)[C@@H]1O)NC1CCN(Cc2ccccc2)C1 (stereo not given in full),-0.9,1,18

# 2 of the compounds above, with tabs.
smiles	MPTP block	SENP1 inh	SENP8 block
COc1cc(C(O)c2nc(-c3cnn(C)c3)cs2)ccc1F (stereo not given)	-0.4	-1	17
CC(=O)c1cccc(-c2cnc3c(NC=O)cc(-c4ccccc4F)cn23)c1	0.1	0	-29

# Carrying on.
SMILES,MPTP block,SENP1 inh,SENP8 block
COc1ccc(NC(=O)c2ccc3nc(C)c(N(C)C(=O)CCc4ccccc4)n3c2)cc1OC,-0.5,0,2
O=S1(=O)CC(N2CCN(CCO)CC2)CN1C1CCCCC1 (stereo not given),1.1,1,23
O=C1COc2ccccc2C(c2nc3ccccc3[nH]2)N1C1CC1 (stereo not given),-0.4,2,20
CC(C)C[C@H]1CN([C@@H](CC(C)C)CN2CCC[C@H]2CN2C(=O)C(=O)NC[C@@H]2Cc2ccc(O)cc2)C(=O)C(=O)N1CC1CCCCC1,-1.8,1,10
COCCNc1nc2cc(-c3ccccc3C)sc2c(=O)n1C,-0.1,1,-43
CC1(C(=O)NCc2ccc3c(c2)OCO3)CCN1C(=O)Cc1ccc(Cl)cc1Cl (stereo not given),-1.9,3,13
Cc1cccc(S(=O)(=O)NC(=O)C2(C)CCN2C(=O)c2ccc(C3CCCCC3)cc2)c1 (stereo not given),-0.1,4,15
OC(c1ccc(Cl)cc1)c1ncc(-c2cccc(C(F)(F)F)c2)[nH]1 (stereo not given),17,-1,17
